E-sel TNF inh – TNF alpha driven E-selectin expression inhibition; HUVEC TNFa-induced E-selectin immunofluorescence, high content; 0.71% of 120,000 active; inhibition, % at 2 µM;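 active means inhibition above the batch mean plus 3 SD, and confirmed as a hit on visual image review, cut at about 43% in these data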;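 further: 0% = TNF-stimulated DMSO wells and 100% = unstimulated control wells; not every result past the cut was called active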
MRP-1 activ – activators of MRP-1. H69AR cells + doxorubicin, viability rescue, CellTiter-Glo. 0.61% of 140,000 active. viability increase, % at 10 µM. AID 799;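 active means viability gain under doxorubicin at or above a set limit, the compound median plus 3 SD, cut at about 4.7% in these data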;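 further: MRP-1 overexpressing cells given doxorubicin 25 µM after compound pretreatment; 18-22 h compound pretreatment then 72 h with doxorubicin before readout; 0% = doxorubicin-only wells and 100% = vehicle-treated cells without doxorubicin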
Measles CPE – protection of cells from measles virus; Measles virus-infected cells, CPE protection, absorbance; protection (pct of control), % at 4 µM; 1.5% of 140,000 active; in the data active means protection mostly above about 24%, no sharp cut-off; inactive means mostly below about 26%; further: some compounds called inactive have numbers as strong as hits
bCat KO growth – beta-catenin-lacking colon tumor cell growth suppression; HCT116 beta-catenin knockout viability, CellTiter-Glo, 60 h; stronger effect = lower value; 1.5% of 140,000 active; viability, % at 10 µM;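 active means viability at or under a set limit, the compound median less 4 SD, cut at about 6% in these data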;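 further: 0% = Hyamine 1622 control at 20 µM and 100% = untreated cell control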
Yeast life ext – extends the lifespan of yeast; S. cerevisiae growth with nicotinamide, OD615; deaD strain in restrictive glucose medium; inhibition of the nicotinamide effect, % at 10 µM; 0.68% of 130,000 active; AID 775;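 active means inhibition above a set limit, placed 3 SD over the median of all compounds, cut at about 26% in these data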;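 further: 0% = nicotinamide-treated wells and 100% = cells grown without nicotinamide; some compounds called inactive have numbers as strong as hits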
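Measured by: optical density (absorbance) at 615 nm; System: modified budding yeast, DeaD strain; Medium: restrictive CSMM-D dextrose medium; Timing: 4 h preincubation then 48 h treatment at 30 °C.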
Yeast growth inh – chemicals that inhibit yeast BB579 growth in restrictive medium (lifespan-shortening candidates); 0.51% of 140,000 active; inhibition, % at 10 µM; S. cerevisiae BB579 growth, OD615, 48 h;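 active means inhibition above a set limit, 3 SD over the mean compound inhibition, cut at about 44% in these data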; further: inactives centre near -24
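Material: Saccharomyces cerevisiae DeaD strain BB579, replicative lifespan model yeast; buffer or medium: CSMM-D restrictive synthetic medium containing dextrose (glucose); compound: 10 µM single dose, DMSO 0.25%; timing: 48 h compound exposure at 30 °C after 4 h preincubation; signal: turbidity as optical density at 615 nm; benchmarks: positive control amphotericin B 10 µg/mL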
Phagocytosis inh – blocks phagocytosis by macrophages. J774A.1 macrophage IgG-bead phagocytosis, imaging. inhibition, % at 5 µM. 0.07% of 110,000 active. AID 1029;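 active means inhibition above the mean of the plate negative controls plus 5 SD, cut at about 13% in these data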;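 further: phagocytic index as fraction of beads internalized from green versus red external bead signal; plate controls were DMSO negative control for no effect and cytochalasin-D positive control for full effect; some results beyond the cut were filed as inactive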
PTEN del growth – growth suppressors of cells with PTEN tumor suppressor deletion. viability, % at 10 µM. 1.2% of 140,000 active. HCT116 PTEN-null viability, CellTiter-Glo, 60 h; stronger effect = lower value. AID 827;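 active means viability at or below a set limit, 4 SD under the median of all tested compounds, cut at about 3.7% in these data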;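 further: PTEN knockout HCT116 line with beta catenin targeted HCT116 as companion control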
NPY-Y2 antag – NPY-Y2 (human) receptor antagonism | P49146 | NPY-Y2 expressing cells, antagonist mode | inhibition, % at 2.7 µM | 0.99% of 140,000 active | AID 793; in the data active means inhibition above about 17%;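 further: 0% = vehicle with agonist challenge and 100% = reference antagonist with challenge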
Target sequence (P49146 whole entry, looked up): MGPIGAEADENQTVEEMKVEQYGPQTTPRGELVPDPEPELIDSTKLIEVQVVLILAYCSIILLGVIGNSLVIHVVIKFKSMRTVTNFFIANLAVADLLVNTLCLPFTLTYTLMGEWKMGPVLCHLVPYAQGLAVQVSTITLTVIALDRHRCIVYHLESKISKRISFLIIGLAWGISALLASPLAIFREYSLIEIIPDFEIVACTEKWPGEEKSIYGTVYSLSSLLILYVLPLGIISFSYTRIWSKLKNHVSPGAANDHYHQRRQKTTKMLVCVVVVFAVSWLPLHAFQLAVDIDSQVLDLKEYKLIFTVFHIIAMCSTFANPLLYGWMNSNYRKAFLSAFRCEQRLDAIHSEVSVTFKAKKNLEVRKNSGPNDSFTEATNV
GALR2 blocker – GALR2 (human) receptor antagonism | O43603 | GALR2-expressing cells, antagonist mode | inhibition, % at 4 µM | 0.39% of 140,000 active; in the data active means inhibition above about 27%;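 further: cells stimulated with galanin 1-16 at roughly its EC80; 0% = agonist challenge control and 100% = basal control without agonist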
Target sequence (O43603 whole entry, looked up): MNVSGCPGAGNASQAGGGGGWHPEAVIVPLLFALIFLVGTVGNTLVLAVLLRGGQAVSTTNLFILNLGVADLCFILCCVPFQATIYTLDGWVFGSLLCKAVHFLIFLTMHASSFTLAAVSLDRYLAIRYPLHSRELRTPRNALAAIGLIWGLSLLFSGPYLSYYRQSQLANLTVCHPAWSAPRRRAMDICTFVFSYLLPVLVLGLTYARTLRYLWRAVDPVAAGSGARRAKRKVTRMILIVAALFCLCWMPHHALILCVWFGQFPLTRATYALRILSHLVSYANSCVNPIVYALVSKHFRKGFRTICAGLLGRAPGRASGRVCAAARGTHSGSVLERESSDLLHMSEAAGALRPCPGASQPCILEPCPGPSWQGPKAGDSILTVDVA
The depositor's hits bear a star; · = not tested or not shown.

entry	compound	E-sel TNF inh	MRP-1 activ	Measles CPE	bCat KO growth	Yeast life ext	Yeast growth inh	Phagocytosis inh	PTEN del growth	NPY-Y2 antag	GALR2 blocker
1	Cc1cccc(Oc2cc(NC(=O)Cn3cnc([N+](=O)[O-])n3)cc([N+](=O)[O-])c2)c1	14.0	-4.0	8.1	46.2	0.9	-43.6	-7.8	14.1	-6.0	6.0
2	O=C(CCN1C(=O)c2ccncc2C1=O)NCc1ccc(Cl)cc1	·	-0.8	4.0	87.7	0.4	-30.3	·	90.5	0.6	0.7
3	CC1CCC(NC(=O)c2ccc(CS(=O)(=O)Cc3ccccc3F)o2)CC1 (stereo not given)	·	0.3	4.4	88.7	3.2	-57.5	·	101.3	2.7	-8.7
4	Cc1nc2sc(C(c3cccs3)N3CC(C)CC(C)C3)c(O)n2n1 (stereo not given)	·	-2.3	14.8	86.6	-4.7	-24.1	1.7	89.1	0.3	-2.1
5	CCCS(=O)(=O)N1CCN(C(=O)c2ccco2)CC1	-14.0	1.2	27.2	95.2	-7.7	-32.2	-0.8	91.5	1.1	10.4
6	CC(=O)NS(=O)(=O)c1ccc(NC(=S)NC(=O)C(C)(C)C)cc1	-1.8	-2.2	6.8	112.2	-5.2	-27.8	-1.6	97.2	0.7	-32.3
7	CCn1cc(C(=O)Nc2cccc(NC(C)=O)c2)c2cc(OC)c(OC)cc2c1=O	·	-3.7	48.3	88.5	-3.6	-11.7	-1.4	89.0	1.6	6.3
8	CC(=O)C1=C(O)C(=O)N(CCC(=O)O)C1c1ccc(Cl)cc1Cl (stereo not given)	5.3	0.5	4.5	93.1	-7.9	-11.3	0.3	107.9	2.0	-0.3
9	C/C=C/c1ccc(Oc2nnnn2-c2ccc(C(N)=O)cc2)c(OC)c1	-33.0	-1.4	13.6	76.8	-13.5	-15.8	·	76.2	1.0	0.0
10	O=C(CSc1nc(-c2ccccc2)cs1)NC(=O)NCc1ccco1	-28.0	-3.9	10.4	94.8	-7.6	-22.9	·	86.4	5.4	5.4
11	COc1ccc(NC(=O)CSc2nnc(-c3ccccn3)n2-c2ccccc2)cc1OC	14.6	-2.2	14.2	87.4	-6.4	-20.6	-0.3	91.7	-0.2	5.2
12	c1ccc(-c2nnn(C34CC5CC(CC(C5)C3)C4)n2)cc1	·	-0.7	9.9	72.5	-7.0	-10.0	-0.3	70.2	3.6	-9.2
13	CC12CC3CC(C)(C1)CC(C(=O)NC(=S)N1CCOCC1)(C3)C2	1.9	0.1	6.4	94.5	9.6	-28.5	·	97.3	1.3	8.0
14	CCn1cnc2cc(NC(=O)c3ccco3)ccc21	-5.5	-2.2	0.6	86.0	·	-19.3	·	93.4	1.2	-0.9
15	COc1ccc(-c2nc(-n3c(C)c(C(C)=O)c(C(C)=O)c3C)sc2C)cc1	13.9	-2.9	3.8	81.3	3.8	-34.7	1.8	82.0	4.5	-2.8
16	Nc1n[nH]c(-c2cccc([N+](=O)[O-])c2)n1	·	0.1	38.2	98.4	4.5	-21.3	-5.1	94.0	2.0	-6.4
17	Nc1ccc(C(=O)OC2CCOC2=O)cc1[N+](=O)[O-] (stereo not given)	4.0	-0.2	10.9	97.9	1.4	-17.5	-0.6	97.1	4.7	-2.9
18	Cc1cc(N2CCCCC2)nc(N)n1	1.0	-1.9	4.7	93.2	5.2	5.9	-4.3	94.3	3.0	-3.0
19	CCOc1cc(C2NC(=O)NC(O)(C(F)(F)F)C2C(=O)c2ccc(OC)cc2)ccc1O (stereo not given)	16.0	-1.1	0.5	100.4	-7.6	-23.0	-0.4	105.0	2.2	14.5
20	COc1ccc(CCNS(=O)(=O)c2ccc3oc(C(=O)O)c(C)c3c2)cc1OC	2.6	-1.8	13.3	94.4	-4.2	-34.8	·	104.2	2.5	6.8
21	C1=C(c2ccccc2)Nc2nnnn2C1c1cccs1 (stereo not given)	-35.6	-4.8	5.5	32.2	-5.4	-46.5	1.3	39.5	0.9	6.4
22	CC1(C)CC(=S)Nc2ccccc2S1	21.3	-3.9	2.0	88.3	·	-16.0	·	85.8	2.5	-7.0
23	CS(=O)(=O)c1ccc2nc(NC(=O)c3cc(-c4ccccc4)nn3-c3ccccc3)sc2c1	·	-1.8	9.8	86.8	-1.1	-46.4	-1.4	71.1	3.7	5.2
24	COc1cc(NC(=O)Cc2cccs2)ccc1-n1cnnn1	-17.3	-0.1	29.0*	98.0	-6.5	-75.9	-1.1	98.2	1.1	9.3
25	CN(C)C=Nc1nonc1N	-24.1	0.3	7.3	94.5	11.7	-79.2	1.5	115.0	5.9	-14.2
26	CC(C)(C)C(=O)CN1C(=O)C2(OCCO2)c2ccccc21	13.9	-1.9	6.1	96.0	-15.7	-3.0	-0.1	96.2	-1.1	-8.2
27	O=C(Cn1ncc2c1-c1ccccc1OC2)Nc1nc2ccccc2s1	·	-3.0	22.6	85.2	-18.5	26.9	-0.2	83.0	1.3	-9.4
28	CC(=O)N1c2ccccc2Nc2ccccc21	-18.6	-0.6	5.3	98.1	-5.2	-44.3	-2.6	92.3	2.7	7.2
29	O=C1CCCN1CN(C(=O)c1ccccc1)c1ccc(F)cc1	-21.3	0.1	6.8	102.9	-12.4	3.1	-1.9	87.1	1.5	-1.9
30	COc1ccc(NS(=O)(=O)c2ccc(NC(=O)c3cnn4c(C(F)F)cc(-c5ccc(C)cc5)nc34)cc2)cc1	12.4	-1.2	8.1	71.9	8.4	-92.3	·	78.7	0.2	-4.1
31	COCCNC(=O)c1cc(-c2cccnc2)nc2ccc(Br)cc12	23.3	0.7	0.4	96.0	-12.6	-46.2	1.3	88.9	2.6	-4.9
32	CCOc1ccccc1NC(=O)N1CCCC1C(=O)Nc1ccc(NC(C)=O)cc1 (stereo not given)	37.4	-0.4	5.3	100.6	-2.6	-34.5	-0.2	99.3	2.2	10.4
33	O=C(O)CCCc1nc(-c2ccccc2)no1	13.6	0.1	6.2	97.9	-3.3	-14.8	0.0	105.3	3.7	1.2
34	Cc1ccnc(NC(=O)CCC(=O)N(CC(=O)NCc2ccccc2)c2ccc3c(c2)OCO3)c1	-16.4	-4.0	4.6	81.7	·	-25.0	·	81.6	4.4	3.7
35	C=CCNC(=O)NC(=O)COC(=O)CC(NC(N)=O)c1ccc(Cl)cc1 (stereo not given)	6.6	-1.5	13.4	96.5	6.1	-48.9	·	93.6	-0.1	6.0
36	O=c1oc2ccccc2c2nccnc12	-4.0	-2.8	7.4	101.4	-7.0	26.4	-4.0	99.6	2.2	0.2
37	COc1ccc(C2Oc3ccccc3C3=C2C(c2cccs2)n2ncnc2N3)cc1 (stereo not given)	17.5	-2.0	1.3	40.3	2.5	-34.8	2.4	22.4	3.9	-2.4
38	CC(C)c1cccc(C(C)C)c1OCCCCN1CCCC1	7.8	-1.5	26.9	86.1	7.6	-36.4	0.2	88.6	7.4	-16.4
39	CC1=C(C(=O)Nc2ccccc2)C2(CCCCC2)C(C#N)=C(S)N1	-4.0	-1.3	3.6	94.6	2.8	-15.6	-0.8	107.5	-0.5	-8.7
40	O=C(NCCCn1ccnc1)c1cc2nc(-c3ccc(Br)cc3)cc(C(F)(F)F)n2n1	-40.2	-7.2	5.1	75.1	·	-7.1	·	70.6	-1.0	3.2
41	O=C(CN(c1ccc(F)cc1)S(=O)(=O)c1ccc2c(c1)OCCO2)Nc1ccc2c(c1)OCO2	5.0	-2.6	19.1	90.9	-6.3	-44.8	-0.6	70.7	0.1	-3.9
42	CC(C)C(=O)NC(=S)N(Cc1ccccc1)Cc1ccccc1	·	-2.9	3.9	91.9	4.5	-7.2	-14.5	80.2	3.9	-5.3
43	CCOC(=O)N/N=C/c1c(C)nn(-c2ccccc2Cl)c1Cl	4.4	-2.0	14.7	70.7	-5.6	-36.3	3.1	85.6	1.9	-5.0
44	Cc1ccccc1C(=O)N1CCN(c2ccccn2)CC1	-19.3	0.5	7.0	91.2	·	-33.0	·	95.8	-1.3	7.3
45	CCn1c(SCC(=O)Nc2cccc(NC(=O)c3ccco3)c2)nnc1-c1cccs1	·	-2.5	12.5	89.2	-16.6	-24.2	-1.1	95.5	-0.2	8.3
46	CC(NC(=O)COC(=O)/C=C/c1ccc([N+](=O)[O-])cc1)c1ccccc1 (stereo not given)	11.1	-0.1	4.1	88.5	-4.4	-29.9	·	97.4	0.2	1.5
47	O=Cc1ccc(Oc2cc(-c3ccccc3)nc(-c3ccccc3)n2)cc1	0.7	-2.8	1.7	86.0	9.4	-73.1	-5.3	91.0	0.6	6.0
48	CS(=O)(=O)N(CC(=O)NCc1ccncc1)Cc1ccc(Cl)cc1	6.0	-0.1	26.7	94.5	6.3	-75.1	0.6	92.4	3.9	2.9
49	CC(C)(C)c1cnnn1-c1ccc(-c2csc(N)n2)cc1	·	-1.1	7.4	95.0	-20.2	-26.3	-0.1	87.7	3.8	4.5
50	CC(NC(=O)Cn1c(=O)[nH]c2ccsc2c1=O)C12CC3CC(CC(C3)C1)C2 (stereo not given)	0.8	-0.7	3.1	93.0	-14.5	-54.1	-1.6	88.0	3.2	4.5
51	O=c1cc(O)nc(SCc2ccc(Cl)cc2)[nH]1	3.9	1.2	18.5	96.3	-1.2	-87.5	-1.0	113.1	-2.5	-4.3
52	Cn1c(=O)c2c(nc(NCCc3ccccc3)n2Cc2ccc(F)cc2)n(C)c1=O	13.6	0.2	17.2	58.5	-8.1	-12.7	-0.3	47.4	1.5	-11.5
53	CCOc1ccc2nc(SC(CC)C(=O)Nc3cc(C)on3)sc2c1 (stereo not given)	9.1	-0.7	27.2	95.3	-5.7	-21.8	-1.4	98.9	2.3	9.1
54	O=C(Nc1ccccc1C(=O)N1CCOCC1)c1ccco1	10.3	-3.0	7.9	96.5	-3.8	-22.4	-2.0	103.5	-3.3	-3.3
55	COc1ccc(CN(CC2CCCO2)S(=O)(=O)c2ccc(C(=O)O)cc2)cc1OC (stereo not given)	·	0.2	27.4	100.2	-0.6	-21.6	-0.1	112.9	-0.3	7.9
56	CN1CCC(=NNC(=O)c2ccco2)CC1	-18.0	0.4	6.6	95.8	-1.3	-4.0	-2.6	97.8	4.9	-3.1
57	CCCOC(=O)c1cccc(Nc2nc(-c3cccnc3)nc3ccccc23)c1	·	-5.4	3.4	7.3	-5.9	-47.4	-2.6	3.6*	-1.7	12.0
58	COc1ccc(N(C(=O)c2cccnc2)S(=O)(=O)c2ccc3c4c(cccc24)C(=O)N3C)cc1	-12.0	-2.1	3.2	50.8	0.2	-57.8	-7.4	63.0	4.1	13.2
59	O=c1c2ccccc2[nH]c(=S)n1-c1cccc(S(=O)(=O)N2CCCC2)c1	·	0.4	5.3	87.5	-3.1	-32.3	-6.3	79.6	1.5	-6.1
60	CC(C)=C1SC(N2CCCCC2)=NC1=O	12.3	-2.5	29.4	101.4	-0.7	17.2	-1.8	92.3	1.0	9.7

Bioassay records deposited in PubChem BioAssay by several laboratories.

This is a random part of the collection; overall some 6.3% were active at least once.
